Assay outcomes (PubChem)
E-sel inducer: induces E-selectin expression in human endothelial cells. activation, % at 7.58 µM. 260,000 tested, 0.37% active. HUVEC E-selectin immunofluorescence imaging; normalized: neutral wells 0, TNF-alpha wells 100;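 active = mean E-selectin-positive cell signal at least 10% of the positive control, reached in at least 60% of replicates, without over 20% cell loss; inconclusive = no rule given, readout overlaps actives, possibly toxicity-flagged; inactive = the rest, including those meeting only one limit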;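 also: in these data hits start at about 27%; measured in HUVEC primary endothelial cells; signal is the percent of cells scored E-selectin positive by PE staining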
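Read-out: % PE-positive cells | Test system: HUVEC | Doses: One compound dose added by pin transfer | Buffer or medium: EGM-2 over gelatin coat | Signal: Immunofluorescence imaging | Benchmarks: TNF-alpha, DMSO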
DENV2 CPE: protects cells from dengue virus 2 cytopathic effect | DENV2-infected cells, cytopathic effect rescue, plate reader | CPE inhibition, % at 9.99 µM | 350,000 tested, 1.7% active | AID 651640; in the data active = CPE inhibition above about 20%, passing the limit was not always enough; inconclusive = no clear call, values can overlap the other calls; tested in BHK-21 cells;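 also: 0% = median of neutral control wells and 100% = median of positive control wells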
INS-1E GSIS act: primary screen for activators of insulin secretion dependent on glucose, INS-1E cells, GLuc reporter luminescence | INS-1E GLuc reporter insulin secretion, 2-3 h | activation, % at 16.6 µM | 370,000 tested, 0.61% active | AID 743287;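 active = lowest replicate activation of at least 40%, so every replicate reaches that level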;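 also: 0% = median of neutral control wells and 100% = median of IBMX positive control wells; some compounds called inactive have numbers as strong as hits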
RAD54 branch: RAD54 (human) branch migration inhibition; 360,000 tested, 0.14% active; Q92698; RAD54 Holliday junction branch migration, FAM/BHQ fluorescence; inhibition, % at 10.4 µM;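 active = mean normalized replicate activity at least 40 and at least half of replicates scoring 40 or more; inconclusive = only one of the two criteria met; inactive = mean below 40 and under half of replicates reaching 40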;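 also: 0% = median of neutral control wells and 100% = median of positive control wells; inhibitors cause a drop in the FAM fluorescence signal; in these data hits start at about 50%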
Target sequence (Q92698 whole entry, looked up): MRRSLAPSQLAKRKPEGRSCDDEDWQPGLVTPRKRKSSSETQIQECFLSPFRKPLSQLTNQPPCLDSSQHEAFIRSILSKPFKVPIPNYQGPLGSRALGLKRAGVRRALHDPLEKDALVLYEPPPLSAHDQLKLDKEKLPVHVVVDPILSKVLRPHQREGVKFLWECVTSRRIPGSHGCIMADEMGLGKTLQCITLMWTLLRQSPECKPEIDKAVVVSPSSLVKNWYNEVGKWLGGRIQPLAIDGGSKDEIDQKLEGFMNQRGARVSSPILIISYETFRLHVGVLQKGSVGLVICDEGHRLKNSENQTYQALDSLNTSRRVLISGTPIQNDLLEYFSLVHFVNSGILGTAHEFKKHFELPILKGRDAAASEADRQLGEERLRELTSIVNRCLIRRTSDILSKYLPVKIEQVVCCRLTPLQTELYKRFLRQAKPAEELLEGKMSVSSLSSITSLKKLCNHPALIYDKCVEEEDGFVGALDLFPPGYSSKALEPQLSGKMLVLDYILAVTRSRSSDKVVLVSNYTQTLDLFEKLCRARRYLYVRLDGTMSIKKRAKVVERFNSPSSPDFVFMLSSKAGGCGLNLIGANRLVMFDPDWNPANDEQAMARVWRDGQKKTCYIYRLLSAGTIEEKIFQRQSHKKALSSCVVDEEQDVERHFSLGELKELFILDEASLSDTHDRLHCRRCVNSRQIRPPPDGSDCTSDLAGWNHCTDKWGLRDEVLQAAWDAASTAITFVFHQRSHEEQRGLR
XiGFP reactiv: X-chromosome reactivation activator; activation, % at 7.58 µM; 360,000 tested, 0.055% active; XiGFP mouse fibroblasts, % GFP-positive cells imaging, 3 d; cells co-treated with 5-aza-dC sensitizer; scaled so ellipticine positive control = 100%; AID 743238;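 active = mean normalized replicate activation at least 10% and every replicate at or above 10%; inconclusive = only one of the two criteria met; inactive = mean below 10% and not all replicates reach 10%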;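 also: 0% = median of on-plate neutral control wells and 100% = ellipticine 6 µM median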
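System: 68-5-11 XiGFP fibroblast line | Buffer or medium: DMEM containing 5-aza-dC | Compound: Single point | Times: Compounds 3 days, fix/stain 15 min at room temperature | Benchmarks: Positive control ellipticine, 6 µM final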
Casp6 inh: caspase-6 (human) enzyme inhibition. 350,000 tested, 0.53% active. inhibition, % at 12.5 µM. purified caspase-6, Z-VEID-R110 cleavage fluorescence. P55212;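 active = mean inhibition across replicates at least about 35%, with every replicate also reaching that limit, limit read from the data; inconclusive = only one of the two criteria met; inactive = neither criterion met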;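 also: 0% = median of neutral control wells and 100% = no fluorescence left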
Target sequence (P55212 24-179 limits assumed): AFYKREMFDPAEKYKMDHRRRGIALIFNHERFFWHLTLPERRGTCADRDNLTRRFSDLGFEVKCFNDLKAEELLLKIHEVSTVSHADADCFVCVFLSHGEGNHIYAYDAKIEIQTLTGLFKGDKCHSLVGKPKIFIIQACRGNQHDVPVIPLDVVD
Target sequence (P55212 194-293 limits assumed): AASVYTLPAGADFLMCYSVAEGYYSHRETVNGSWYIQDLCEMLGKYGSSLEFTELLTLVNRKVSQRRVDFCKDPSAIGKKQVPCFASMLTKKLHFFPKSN
CFTR F508del cor: correctors of CFTR F508del function in bronchial epithelial cells | CFBE cells, YFP halide quenching; stimulated with forskolin plus potentiator P3; % fluorescence drop versus neutral controls | activity (quench increase), % at 7.58 µM | 350,000 tested, 0.36% active | AID 720511;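 active = mean added fluorescence quench of at least 8% versus neutral control, with both replicates also reaching 8%; inconclusive = only one of the mean or replicate conditions met; inactive = mean below 8% and not both replicates reaching 8%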;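 also: cells transiently co-express mutant CFTR-F508del with the halide-sensitive YFP; corrector assay measuring rescue of mutant channel to the surface after 24 h compound exposure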
RAD52 inh: blocks human RAD52 DNA annealing; inhibition, % at 18.7 µM; 360,000 tested, 0.46% active; AID 651710; P43351; recombinant RAD52 DNA annealing, FRET fluorescence;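 active = every replicate showing at least 50% inhibition; inconclusive = mean inhibition at least 50% but not in every replicate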
Active calls of the source: *; ? = inconclusive; . = not tested or not shown.

SMILES	E-sel inducer	DENV2 CPE	INS-1E GSIS act	RAD54 branch	XiGFP reactiv	Casp6 inh	CFTR F508del cor	RAD52 inh
N#Cc1c(N)nc(SCc2ccccc2)c(C#N)c1-c1ccco1	.	.	-27.6	-1.1	.	-2.1	6.9	-162.4
COc1cccc(CNC(=O)C[C@@H]2CC[C@@H]3[C@H](COc4ccc(NC(C)=O)cc4C(=O)N3C)O2)c1	0.1	2.2	0.9	-7.8	0.5	.	-0.8	.
O=C(COc1ccccc1)Nn1cnc2ccccc21	.	3.8	8.7	12.1	.	1.3	3.8	-3.3
Cc1sc2ncnc(Sc3ccccc3C(=O)Nc3ccc(Br)cc3)c2c1C	1.7	0.8	.	-3.9	0.0	-0.2	.	6.6
C[C@H]1CN([C@@H](C)CO)C(=O)c2cccc(NC(=O)c3nc4ccccc4s3)c2O[C@H]1CN(C)S(=O)(=O)c1ccccc1	0.0	-18.6	-5.8	5.5	8.6	0.2	-1.6	-21.5
Cc1ccc(S(=O)(=O)N(CC(O)CN2CCCCC2)c2cccc([N+](=O)[O-])c2)cc1 (stereo not given)	0.3	?	4.0	9.9	0.1	-3.4	1.2	-17.3
O=C(NCCc1ccc(F)cc1)c1coc(=O)c(Br)c1	2.8	1.4	-15.6	-4.4	-0.1	-0.1	3.9	-7.5
CCOc1ccc(NC(=O)[C@@H]2CCCN2C(=O)c2cccs2)cc1S(=O)(=O)N1CCOCC1	2.9	3.2	10.8	5.1	0.0	3.5	-4.5	-17.3
Cc1ccc(S(=O)(=O)Oc2cccc(/C=N/n3cnnc3)c2)cc1	.	.	-16.2	.	-0.1	-1.5	-1.1	0.8
CC(C)OCCCn1c(-c2ccc(Br)cc2)c[nH]c1=S	0.1	3.4	14.8	.	0.0	-3.3	2.0	-11.1
O=C(CSc1nnc(CNC(=O)c2ccccc2)o1)NCc1ccccc1Cl	0.0	-9.8	11.6	2.0	-0.1	-2.4	-1.3	-5.1
C[C@H]1CN([C@@H](C)CO)C(=O)CCCn2nncc2CO[C@@H]1CN(C)C(=O)CCC(F)(F)F	0.0	0.5	-5.8	2.1	0.2	1.2	-0.1	3.0
N#C[C@H]1[C@@H](c2ccc(-c3ccccc3)cc2)[C@@H](CO)N1S(=O)(=O)Cc1ccccc1	0.2	-10.9	-25.1	-13.1	-0.1	-2.3	-3.9	-31.7
O=S(=O)(Cc1ccccc1)NCC[C@H]1CC[C@@H](NS(=O)(=O)c2ccccc2)[C@H](CO)O1	-0.3	-11.3	9.9	-9.1	0.1	0.2	-1.4	-10.3
CCc1ccccc1NC(=O)CSc1nnc(CCNC(=O)OC(C)(C)C)o1	1.6	8.6	0.9	.	0.3	-5.1	1.1	-12.7

Another view of part of the listing above:
canonical_smiles,E-sel inducer,DENV2 CPE,INS-1E GSIS act,RAD54 branch,XiGFP reactiv,Casp6 inh,CFTR F508del cor,RAD52 inh
COc1cccc(CNC(=O)C[C@@H]2CC[C@@H]3[C@H](COc4ccc(NC(C)=O)cc4C(=O)N3C)O2)c1,0.1,2.2,0.9,-7.8,0.5,.,-0.8,.
O=C(COc1ccccc1)Nn1cnc2ccccc21,.,3.8,8.7,12.1,.,1.3,3.8,-3.3

(cont.)
SMILES	E-sel inducer	DENV2 CPE	INS-1E GSIS act	RAD54 branch	XiGFP reactiv	Casp6 inh	CFTR F508del cor	RAD52 inh
CN1c2ccc(-c3ccc(C#N)cc3)cc2[C@@H]2[C@@H](CCN2S(=O)(=O)c2cccc(F)c2)[C@H]1CO	-0.2	-5.0	2.7	10.8	0.0	-2.1	1.8	30.5
CSc1nsc(SCC(=O)Nc2ccc(F)cc2F)n1	0.0	-0.5	-8.1	5.4	0.3	1.7	-0.5	-9.5
CC1(C)Cc2c(sc3c2c(=O)n(-c2ccc(Cl)cc2)c(=O)n3CC(N)=O)CO1	-0.9	-7.6	4.4	.	-0.1	-0.6	4.2	-5.3
CCc1ccccc1NC(=O)CN1CCN(CC(=O)Nc2ccc(-c3ccccc3)cc2)CC1	-0.2	-4.3	-28.7	6.9	-0.1	1.1	0.8	4.7
C[C@H]1CN([C@@H](C)CO)C(=O)c2cc(NC(=O)Cn3cnnn3)ccc2O[C@@H]1CN(C)C(=O)NC1CCCCC1	.	?	4.8	-4.8	-0.3	0.6	-2.1	-22.1
CNC(=O)COC(=O)/C=C/c1ccco1	0.1	2.1	5.7	.	0.4	-0.3	-2.6	-3.8
Cc1cccc(NC(=O)C2CCCN(S(=O)(=O)c3ccc4c(c3)oc(=O)n4C)C2)c1 (stereo not given)	-0.1	5.5	-9.8	-5.0	-0.2	1.4	0.1	-3.1
Clc1ccc(CNC2CCN(Cc3ccccc3)CC2)cc1	0.1	15.8	14.0	1.1	0.0	-6.4	1.4	-13.3
O=C(C[C@H]1C=C[C@@H](NC(=O)C2CC2)[C@H](CO)O1)NCc1ccncc1	0.0	-0.9	-2.1	-13.6	0.0	-3.2	1.2	-19.4
O=S(=O)(c1ccc(OCC(O)CNC23CC4CC(CC(C4)C2)C3)c(Cl)c1)N1CCOCC1 (stereo not given)	1.9	-2.0	-7.0	0.7	0.0	2.0	-0.1	27.0
Cc1noc(C)c1NC(=O)N[C@@H]1CC[C@@H](CCNC(=O)C2CCCCC2)O[C@H]1CO	-0.2	4.9	30.0	2.0	0.2	-1.9	-2.6	8.7
Cc1ccc(-c2ccc([C@H]3[C@H]4CN(C(=O)Nc5cccc(F)c5)CCCCN4[C@H]3CO)cc2)cc1	-0.7	.	-14.0	11.1	-0.1	.	3.0	.
CC(C)NC(=O)Nc1ccc2c(c1)C(=O)N([C@H](C)CO)C[C@H](C)[C@H](CN(C)Cc1ccccc1)OCCCC[C@@H](C)O2	0.0	12.9	15.8	-1.2	0.2	5.6	-2.6	6.2
COCCNc1nc(NCc2cccs2)nc2ccsc12	0.3	-2.5	38.2	-14.8	7.1	-0.9	1.0	-9.6
CC1CCN(C(=O)Oc2ccccc2)CC1	-0.2	18.7	1.9	-18.5	0.0	-3.1	.	-10.5

Of the compounds above, these contain an aryl thioether with sulfur outside any ring:
SMILES	E-sel inducer	DENV2 CPE	INS-1E GSIS act	RAD54 branch	XiGFP reactiv	Casp6 inh	CFTR F508del cor	RAD52 inh
N#Cc1c(N)nc(SCc2ccccc2)c(C#N)c1-c1ccco1	.	.	-27.6	-1.1	.	-2.1	6.9	-162.4
Cc1sc2ncnc(Sc3ccccc3C(=O)Nc3ccc(Br)cc3)c2c1C	1.7	0.8	.	-3.9	0.0	-0.2	.	6.6
O=C(CSc1nnc(CNC(=O)c2ccccc2)o1)NCc1ccccc1Cl	0.0	-9.8	11.6	2.0	-0.1	-2.4	-1.3	-5.1
CCc1ccccc1NC(=O)CSc1nnc(CCNC(=O)OC(C)(C)C)o1	1.6	8.6	0.9	.	0.3	-5.1	1.1	-12.7
CSc1nsc(SCC(=O)Nc2ccc(F)cc2F)n1	0.0	-0.5	-8.1	5.4	0.3	1.7	-0.5	-9.5

Further entries follow.
SMILES	E-sel inducer	DENV2 CPE	INS-1E GSIS act	RAD54 branch	XiGFP reactiv	Casp6 inh	CFTR F508del cor	RAD52 inh
COCc1cc(C)nc(N/N=C/c2ccc(Cl)c(Cl)c2)c1C#N	.	1.7	-3.4	.	0.0	0.8	1.4	-19.4
O=C(O)c1ccc(NC(=O)c2ccccc2NC(=O)c2ccccc2Br)cc1	.	-2.3	23.7	4.6	0.0	0.6	0.2	-13.2
O=C(Nc1ccnn1C1CCN(C(=O)c2cc(Cl)ccc2F)CC1)C1CCOC1 (stereo not given)	.	-1.5	72.8	-1.3	0.0	-0.2	-0.8	-19.6
CCCN1[C@@H]2Cn3c(cccc3=O)[C@H]1[C@@H](C(=O)N[C@H](C)c1ccccc1)[C@@H]2CO	-0.2	11.0	12.4	.	0.1	0.4	0.3	1.9
CC1CCCN(C(=O)c2cc3c(-c4ccc(Cl)cc4)nn(C)c3s2)C1 (stereo not given)	.	13.4	0.2	-12.9	0.1	1.2	1.5	0.4
CNC[C@@H]1Oc2ncc(-c3ccccc3C)cc2C(=O)N([C@H](C)CO)C[C@@H]1C	0.0	2.1	20.9	.	0.0	-0.8	3.2	-12.5
COc1ccc(CN2CCOCCOCCOCCOCC2)cc1	6.8	-2.5	8.3	.	0.1	-2.9	-1.2	-10.2
Cc1cscc1-c1ccc(C(=O)Nc2c(C)cccc2C)o1	0.8	-10.0	13.4	-5.9	0.1	0.6	-3.2	-11.4
CC(C)CCN1CCN(Cc2cn[nH]c2C2CCCCC2)CC1CCO (stereo not given)	-0.1	-0.9	2.0	-1.5	0.0	-2.2	-0.5	5.6
O=C(C[C@H]1C=C[C@H](NC(=O)C2CCC2)[C@@H](CO)O1)NC1CCCCC1	0.1	-0.8	-2.7	-5.3	0.2	0.7	-0.7	-1.5
COc1ccccc1CC(=O)Nc1ccc2c(c1)C(=O)NC2=O	.	-3.4	3.2	.	0.0	-3.9	2.1	-5.7
CCC(=O)N[C@@H]1CC[C@@H](CC(=O)NCc2cc(F)cc(F)c2)O[C@@H]1CO	-0.5	2.0	16.3	-3.9	-0.4	-0.1	-3.2	-2.5
CC1CN(C(C)C)C(C)CC1OC(=O)c1ccccc1 (stereo not given)	.	4.1	12.4	-5.4	0.0	-2.3	0.5	-5.7
CC(C)NC(=O)Nc1ccc2c(c1)C(=O)N([C@H](C)CO)C[C@@H](C)[C@@H](CN(C)C)OCCCC[C@H](C)O2	-0.1	.	24.7	-2.6	0.2	.	3.0	.
CC(C)(C)N1CCC1CN (stereo not given)	.	4.2	-1.4	1.5	0.0	-7.3	-0.6	-11.8
Cc1ccc(Cn2cc(CN3CC(N4CCN(Cc5cccc(C)c5)CC4)CS3(=O)=O)nn2)cc1 (stereo not given)	-0.2	1.0	-4.9	.	0.0	0.0	5.6	-6.4
Cc1noc(C)c1NC(=O)N(C)C[C@H]1Oc2ccc(NC(=O)Nc3ccc(C(F)(F)F)cc3)cc2C(=O)N([C@@H](C)CO)C[C@H]1C	0.1	-3.2	-14.3	4.8	-0.3	-1.6	1.0	0.6
CC1=C(C(=O)N2CCCCCC2)CC(CC(=O)NCCN2CCOCC2)C(=O)N1CCC1=CCCCC1 (stereo not given)	-0.2	6.0	-9.8	.	-0.1	-0.4	2.6	-14.3
COCc1cc(C)nc(SCC[N+](C)(C)CC(=O)c2ccccc2)c1C#N	2.9	-0.2	1.9	2.0	0.0	-3.0	-13.8	-6.5
COc1ccccc1C(=O)NC(=O)COC(=O)CN1C(=O)NC2(CCCCC2C)C1=O (stereo not given)	0.2	-4.7	38.6	.	0.1	4.5	0.1	-12.1
O=C(OC1CCOC1=O)C1CCN(S(=O)(=O)c2ccc(Cl)c(C(F)(F)F)c2)CC1 (stereo not given)	1.1	16.7	-2.1	.	0.0	6.8	-1.5	-9.3
CCOc1ccc(S(=O)(=O)N(C)CC(=O)NCc2ccc3c(c2)OCO3)cc1	-0.1	-2.2	-18.2	4.5	0.0	-0.1	0.9	-8.9
Nc1cc(=O)[nH]c(SCC(=O)N2CCCC2)n1	.	-2.9	3.9	4.1	-0.1	-1.7	1.3	-1.2
Cc1cc(C)n(CCCNC(=O)c2ccc(C)c(S(=O)(=O)N3CCOCC3)c2)n1	0.3	-1.8	12.0	.	-0.7	3.6	2.6	-1.5
N#Cc1ccc(CSc2nnc(-c3ccncc3)o2)cc1	.	4.1	7.7	4.5	0.1	-3.2	.	-6.2
